# D2 antag: HTS Assay for Allosteric Antagonists of the Human D2 Dopamine Receptor: Primary Screen for Antagonists; D(2) dopamine receptor (Homo sapiens), P14416; HEK293 TREx D2 cells, calcium flux, dopamine EC80; inhibition, % at 10 µM; 340,000 tested, 2% active; AID 485344, 2010; in the data active = inhibition above about 30%; note: 0% is about no effect
#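 Cells plated overnight at 30 C with tetracycline; no-wash calcium dye, 30–90 min RT; 10 s baseline; compound pinned; 180 s read; EC80 dopamine added; another 180 s read.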
# TRHR enhancer: qHTS for Small Molecule Agonists and Allosteric Enhancers of Human TRH Receptor: Primary Screen for Enhancers; enhancement, % at 2 µM; AID 493056, 2011; TRHR cells, fluo-8 calcium fluorescence, EC20 TRH enhancement; 360,000 tested, 0.66% active; Thyrotropin-releasing hormone receptor (Homo sapiens), P34981; in the data active = enhancement above about 30%; note: 0% is about no effect
#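 TRHR-expressing cells loaded with fluo-8 calcium dye were read kinetically (ex 480/em 530) during compound addition, then stimulated with an EC20 of TRH (10 nM final). Enhancement of the Gq-mediated intracellular calcium response was scored.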
# D2 potentiator: HTS Assay for Positive Allosteric Modulators of the Human D2 Dopamine Receptor: Primary Screen for Potentiators; AID 485347, 2010; 340,000 tested, 0.34% active; potentiation, % at 10 µM; D(2) dopamine receptor (Homo sapiens), P14416; HEK293 T-REx D2, calcium flux, EC20 dopamine potentiation;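 active = potentiation over 3 SD above the plate norm, cut at about 30% in these data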; note: 0% is about no effect
#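 Cells plated with tetracycline inducer and held overnight at 30 C; calcium dye loaded 30–90 min at room temperature; baseline taken, compound added and read 180 s; EC20 dopamine then added and read 180 s.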
# TRHR ag: qHTS for Small Molecule Agonists and Allosteric Enhancers of Human TRH Receptor: Primary Screen for Agonists. Thyrotropin-releasing hormone receptor (Homo sapiens), P34981. TRHR cells, calcium flux fluo-8, FDSS agonist mode. activation, % at 2 µM. 360,000 tested, 0.18% active; note: 0% is about no effect
#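 TRHR-expressing cells loaded with fluo-8 calcium dye; 23 nL library compound pin-transferred, kinetic FDSS fluorescence (Ex 480/Em 530) recorded about 180 s for agonist-induced calcium release, before a 10 nM TRH EC20 addition for potentiator mode.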
# RXFP1 antag: qHTS Assay for Antagonists of the Relaxin Receptor RXFP1; Relaxin receptor 1 (Homo sapiens), Q9HBX9; activity change, negative = inhibition, % at 57.5 µM; AID 1259400, 2018; 350,000 tested, 0.59% active; HEK293-RXFP1, relaxin-stimulated cAMP HTRF, 30 min; hits give low values;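 active = activity change of -60% or lower, but not beyond a set lower limit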; note: % is set by controls: 0 for no effect and ±100 for the full control effect
# Target sequence (Q9HBX9 whole entry, looked up): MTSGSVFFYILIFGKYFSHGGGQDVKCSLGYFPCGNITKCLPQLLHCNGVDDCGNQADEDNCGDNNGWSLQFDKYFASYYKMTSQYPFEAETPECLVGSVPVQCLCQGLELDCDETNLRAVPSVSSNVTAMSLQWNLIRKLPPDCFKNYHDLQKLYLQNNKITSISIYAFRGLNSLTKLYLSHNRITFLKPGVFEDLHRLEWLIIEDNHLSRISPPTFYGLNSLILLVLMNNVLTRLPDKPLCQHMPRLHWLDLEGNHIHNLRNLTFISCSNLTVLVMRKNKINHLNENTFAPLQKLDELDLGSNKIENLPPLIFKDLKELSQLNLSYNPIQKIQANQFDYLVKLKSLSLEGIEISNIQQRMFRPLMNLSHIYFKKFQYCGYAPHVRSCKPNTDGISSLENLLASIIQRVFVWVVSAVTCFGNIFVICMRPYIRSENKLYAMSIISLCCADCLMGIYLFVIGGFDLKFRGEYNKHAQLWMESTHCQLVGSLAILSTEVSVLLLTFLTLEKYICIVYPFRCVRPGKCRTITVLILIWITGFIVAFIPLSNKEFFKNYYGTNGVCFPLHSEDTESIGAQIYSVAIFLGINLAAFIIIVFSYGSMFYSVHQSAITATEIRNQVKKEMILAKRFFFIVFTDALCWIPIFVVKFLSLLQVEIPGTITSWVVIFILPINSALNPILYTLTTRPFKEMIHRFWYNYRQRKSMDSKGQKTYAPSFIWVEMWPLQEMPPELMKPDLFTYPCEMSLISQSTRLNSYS
# D1 PAM: Potentiators of Human D1 Dopamine Receptor: qHTS; D(1A) dopamine receptor (Homo sapiens), P21728; HEK293 TREx D1 cells, calcium flux, dopamine EC20 potentiation; potentiation, % at 10 µM; 360,000 tested, 0.036% active; AID 504651, 2011; in the data active = potentiation above about 30%; note: 0% is about no effect
# D1 antagonist: Antagonist of Human D 1 Dopamine Receptor: qHTS; D(1A) dopamine receptor (Homo sapiens), P21728; 360,000 tested, 3.2% active; HEK293 TREx D1 cells, calcium flux, dopamine EC80; hits give low values; activity change, negative = inhibition, % at 10 µM; in the data active = activity change below about -30%; note: % is set by controls: 0 for no effect and ±100 for the full control effect
#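 Kinetic fluorescence of a calcium dye serves as the read-out. D1-expressing Hek293 Trex cells, induced overnight at 30 C, are exposed to compound for 180 s before an EC80 dopamine addition, then read 180 s further.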
# D2 ag: HTS Assay for Allosteric Agonists of the Human D2 Dopamine Receptor: Primary Screen for Agonists; D(2) dopamine receptor (Homo sapiens), P14416; HEK293 T-REx D2 cells, calcium flux agonist mode; activation, % at 2 µM; 340,000 tested, 0.53% active; AID 485358, 2010;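 active = activation over 3 SD above normal in the single-dose calcium agonist read, cut at about 30% in these data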; note: 0% is about no effect
#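 Calcium-flux readout, 1 cycle/sec over 180 s following compound pin transfer, in inducible HEK293 Trex D2 cells (force-coupled); dopamine controls included. Positive calcium responses during this window marked compounds as potential agonists.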
# D1 agonist: Allosteric Agonists of the Human D1 Dopamine Receptor: qHTS; AID 504660, 2011; HEK293 T-REx D1 cells, calcium flux, agonist mode; 360,000 tested, 1% active; activation, % at 2 µM; note: 0% is about no effect
#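 Agonism was scored from calcium flux recorded over 180 s (1 read/s) after pintool compound addition, following a 10-cycle baseline. Cells were inducible force-coupled HEK293 TREx D1, plated overnight at 30 C and loaded with no-wash calcium dye.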
# * = called active by the depositor; / = no result given. Cut-off read from the data, not from the text of the source, unless noted: active = activation above about 30%; inactive = the rest.
# Short forms: A = D2 antag; B = TRHR enhancer; C = D2 potentiator; D = TRHR ag; E = RXFP1 antag; F = D1 PAM; G = D1 antagonist; H = D2 ag; I = D1 agonist
COc1ccc(CCC(=O)OCC(=O)Nc2ccccc2OC(F)F)cc1OC
  A = 9; B = -3; C = 14; D = 0.3; E = -1; F = 4; G = 4; H = -0.6; I = 5

COc1ccc(C(=O)NNC(=O)CCc2ccccc2OC)cc1
  A = 26; B = -10; C = -6; D = 0.5; E = 4; F = 9; G = 9; H = 1.0; I = -1

CC(C)N1CN=C(Nc2nc3ccccc3o2)NC1
  A = 1; B = 31*; C = -8; D = 0.4; E = -1; F = 0; G = 22; H = -0.5; I = 2

Clc1ccc(Cc2ccc(SCc3ccccc3)nn2)c(Cl)c1
  A = -4; B = -11; C = -5; D = 7.8; E = -13; F = -6; G = 27; H = 1.4; I = 16

O=C(NNS(=O)(=O)c1ccc(Cl)cc1)C1CCN(Cc2ccccc2)CC1
  A = /; B = -2; C = /; D = -0.1; E = -4; F = -1; G = -7; H = /; I = 11

COc1ccc(C2=Nn3c(nnc3-c3ccccc3)SC2)cc1OC
  A = -3; B = 14; C = 23; D = -0.9; E = -2; F = 1; G = 3; H = 0.6; I = 1

Cc1cc(C)n(-c2ccc(Cl)c(C(=O)NCc3ccccc3)n2)n1
  A = 21; B = -10; C = 2; D = -1.6; E = -3; F = -4; G = /; H = -1.5; I = -1

Cc1ccc(C)c(N2CCN(c3cnn(-c4nc5ccccc5s4)c(=O)c3Cl)CC2)c1
  A = 1; B = 9; C = 9; D = 0.6; E = -6; F = -16; G = 10; H = 0.6; I = 2

CC(=O)c1ccc(NC(=S)N2c3ccccc3CC2C)cc1 (centres undefined)
  A = -5; B = 0; C = 3; D = -1.0; E = 4; F = -2; G = 0; H = 0.1; I = 4

COc1cc(C2c3cc4c(cc3C(OC3OC5COC(c6cccs6)OC5C(O)C3O)C3COC(=O)C23)OCO4)cc(OC)c1O (centres undefined)
  A = 3; B = 2; C = 20; D = 0.5; E = /; F = -8; G = -19; H = 0.5; I = 5

COc1ccccc1C1(O)CCN(CC(=O)Nc2nc(-c3ccccc3)cs2)CC1
  A = -3; B = -8; C = -16; D = -0.3; E = -76*; F = -4; G = 0; H = 32*; I = 6

CCC1=C2CC[C@H]3C(=O)N(CC)C(=O)[C@H]3[C@H]2[C@@]2(Cc3ccccc3)C(=NCc3ccccc3)OC(=O)N2C1=O
  A = -13; B = -2; C = -10; D = 0.2; E = /; F = -1; G = 5; H = 0.1; I = -1

CCN1CCN(C(=O)c2cnn(-c3cccc(Cl)c3)c2C2CCN(C(=O)OC(C)(C)C)CC2)CC1
  A = /; B = 37*; C = 3; D = 1.8; E = -5; F = -4; G = 3; H = 0.5; I = 3

C=CCN(c1ccccc1)S(=O)(=O)c1cccc(C(=O)Nc2ncccc2O)c1
  A = -3; B = 2; C = 17; D = -0.7; E = -1; F = 2; G = 5; H = -1.0; I = 1

CC1CCCC(NC(=O)c2ccncc2)C1C (centres undefined)
  A = 7; B = 1; C = 15; D = -0.2; E = -2; F = 1; G = 29; H = 0.2; I = 7

# RXFP1 antag: what is marked active above.
mol	D2 antag	TRHR enhancer	D2 potentiator	TRHR ag	RXFP1 antag	D1 PAM	D1 antagonist	D1 agonist
COc1ccccc1C1(O)CCN(CC(=O)Nc2nc(-c3ccccc3)cs2)CC1	-3	-8	-16	-0.3	-76*	-4	0	6

# Further compounds follow:
# Short forms: A = D2 antag; B = TRHR enhancer; C = D2 potentiator; D = TRHR ag; E = RXFP1 antag; F = D1 PAM; G = D1 antagonist; H = D2 ag; I = D1 agonist
CCC(=O)Nc1ccc(C(=O)Nc2c[nH]c(=O)[nH]c2=O)cc1
  A = -6; B = 0; C = 0; D = 0.9; E = 2; F = -5; G = -8; H = -0.1; I = 2

CCOC(=O)Nc1sc(NS(=O)(=O)c2ccc(C)cc2)nc1C
  A = -6; B = -7; C = -5; D = -0.4; E = 19; F = 4; G = -7; H = -0.1; I = 4

CC(=O)c1ccc(NC(=O)CSc2ccc(-c3cccs3)nn2)cc1
  A = /; B = 5; C = 2; D = -0.5; E = -23; F = -2; G = -1; H = 1.7; I = 15

Cc1cc(C)c[n+](C(C)C(=O)c2ccc(Cl)cc2)c1 (centres undefined)
  A = 17; B = -2; C = -8; D = 1.6; E = 14; F = -9; G = 8; H = -0.1; I = 2

CCOC(=O)c1c(NC(=O)CSc2cn(CCNC(=O)c3ccccc3OC)c3ccccc23)sc2c1CCCC2
  A = /; B = 12; C = -2; D = 2.3; E = /; F = -4; G = -2; H = 0.9; I = 1

Cc1ccccc1NC(=O)CSc1nc2n(n1)CCCCC2
  A = -16; B = 3; C = 5; D = -0.3; E = -5; F = 6; G = 0; H = 0.2; I = 3

Cc1nc(-c2ccccc2)sc1C(=O)Nc1ccccc1F
  A = -2; B = -5; C = 3; D = 0.2; E = -26; F = -4; G = -23; H = -0.5; I = 3

COc1ccc(N2CCN(C(=O)CCc3c(C)nc4c(-c5ccccc5)c(C)nn4c3C)CC2)cc1
  A = /; B = 9; C = 12; D = -0.3; E = /; F = -1; G = 2; H = -1.4; I = 0

Cc1cccc(NC(=S)N2CCN(c3ccccc3)CC2)c1
  A = 4; B = 1; C = -4; D = 1.1; E = 9; F = -1; G = -17; H = 6.4; I = 6

Cc1cccc(C(=O)O/N=C/c2c(N3CCOCC3)n(C)c3ccccc23)c1
  A = -4; B = 5; C = -2; D = 0.1; E = /; F = -2; G = -3; H = 1.0; I = 0

CC(=O)NCCNc1nc2c(-c3ccccc3)nnn2c2ccccc12
  A = 8; B = 5; C = 13; D = -1.4; E = 6; F = -11; G = -13; H = -1.4; I = 0

O=C(CN1C(=O)CSC1=O)Nc1ccc(N2CCOCC2)cc1
  A = -2; B = 0; C = 1; D = 0.9; E = -3; F = -1; G = -13; H = 0.6; I = 2

NNC(=O)[C@H](Cc1ccccc1)NC(=O)Nc1ccc2c(c1)OCCO2
  A = -28; B = 3; C = -17; D = 0.2; E = -25; F = -10; G = 0; H = 0.4; I = 1

O=C(CCN1C(=O)c2ccccc2S1(=O)=O)Nc1ccc(C(=O)O)cc1
  A = -7; B = -3; C = 2; D = 1.4; E = 3; F = 2; G = -3; H = -0.5; I = 0

O=C(Nc1nc2ccc(SC(F)F)cc2s1)c1ccc2c(c1)S(=O)(=O)c1ccccc1C2=O
  A = /; B = 9; C = 9; D = -1.3; E = /; F = 0; G = -7; H = /; I = 3

# 6 compounds from above, ordered by the number in D2 antag, highest first:
SMILES,D2 antag
CC(=O)NCCNc1nc2c(-c3ccccc3)nnn2c2ccccc12,8
Cc1cccc(NC(=S)N2CCN(c3ccccc3)CC2)c1,4
Cc1cccc(C(=O)O/N=C/c2c(N3CCOCC3)n(C)c3ccccc23)c1,-4
CCC(=O)Nc1ccc(C(=O)Nc2c[nH]c(=O)[nH]c2=O)cc1,-6
Cc1ccccc1NC(=O)CSc1nc2n(n1)CCCCC2,-16
NNC(=O)[C@H](Cc1ccccc1)NC(=O)Nc1ccc2c(c1)OCCO2,-28

# More structures
# Short forms: A = D2 antag; B = TRHR enhancer; C = D2 potentiator; D = TRHR ag; E = RXFP1 antag; F = D1 PAM; G = D1 antagonist; H = D2 ag; I = D1 agonist
COc1ccc(NC(=O)CCCSc2ccccc2)cc1S(N)(=O)=O
  A = 30; B = -5; C = -3; D = 0.8; E = -2; F = -2; G = 6; H = -0.8; I = 0

O=C1CC(c2ccccc2)Sc2ccccc2N1 (centres undefined)
  A = 5; B = -4; C = -3; D = -0.2; E = -2; F = -3; G = -7; H = 0.4; I = 14

Cc1ccc(-c2nc(NCCCO)c3ccccc3n2)cc1
  A = 6; B = 1; C = 3; D = -0.3; E = 3; F = -3; G = -11; H = -0.2; I = 5

CCn1c(CNS(=O)(=O)c2ccc(Br)cc2)nnc1SC
  A = -4; B = -1; C = 7; D = -0.1; E = 5; F = 7; G = 0; H = -1.1; I = 2

Cc1nn2c(-c3ccco3)ccnc2c1-c1ccc(Br)cc1
  A = /; B = 2; C = 2; D = 1.4; E = /; F = 2; G = -10; H = -0.2; I = 1

CCCC(=O)NC(C)c1nc2ccccc2[nH]1 (centres undefined)
  A = 19; B = 2; C = 2; D = -0.3; E = 6; F = 2; G = -15; H = -0.7; I = 0

Cc1cccc(N2CCN(C(=O)c3ccc(N4CCCC4=O)cc3)CC2C)c1 (centres undefined)
  A = 11; B = -2; C = 8; D = 1.5; E = 3; F = 1; G = 14; H = -0.2; I = 3

N/C(=N\OC(=O)c1ccc2c(c1)OCO2)c1cccc(Br)c1
  A = -2; B = 2; C = -4; D = 0.4; E = -7; F = 5; G = -3; H = 0.2; I = 0

CCN(C(=O)CSc1nnnn1-c1cc(C)ccc1OC)C1CCS(=O)(=O)C1 (centres undefined)
  A = -3; B = 2; C = -14; D = -0.2; E = 7; F = -2; G = -1; H = 0.3; I = -1

Cc1ccc(-c2csc3nc(C)n(-n4cccc4)c(=O)c23)o1
  A = -13; B = 1; C = -4; D = -0.3; E = -9; F = 3; G = -6; H = -0.6; I = -1

COc1ccc([C@@H]2[C@@H]3C(=O)N(C(C)(C)C)C(=O)[C@@H]3[C@]3(CC(C)C)C(=O)N(c4ccccc4)C(=O)N23)cc1
  A = -31; B = 5; C = -2; D = -0.1; E = /; F = -2; G = 20; H = 0.4; I = 0

O=C(NCC(c1ccc2c(c1)OCO2)N1CCN(c2ccccc2)CC1)C(=O)Nc1ccc(F)cc1 (centres undefined)
  A = /; B = 2; C = -18; D = 0.9; E = -9; F = -3; G = 34; H = /; I = 0

CCOc1ccccc1C1NC(=O)NC(C)=C1C(=O)OCc1ccco1 (centres undefined)
  A = -15; B = 3; C = 11; D = 0.2; E = -8; F = 0; G = 13; H = -1.8; I = 2

COc1cc(C(C(=O)NC(C)(C)C)N(Cc2ccc3c(c2)OCO3)C(=O)c2cnccn2)cc(OC)c1OC (centres undefined)
  A = -26; B = 1; C = 9; D = 0.3; E = -23; F = -7; G = -3; H = -0.3; I = -3

# High-throughput results (PubChem)
